MsrA inhibitor – inhibitors of bovine MsrA | AID 651718 | purified bovine MsrA, absorbance read-out | 0.75% of 360,000 active | inhibition, % at 15.5 µM; in the data active = inhibition above about 4.5%;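 also: 0% = vehicle wells with enzyme and 100% = reference inhibitor wells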
E coli Lon inh – inhibits E. coli Lon protease; P0A9M0; 0.42% of 360,000 active; inhibition, % at 7.94 µM; purified E. coli Lon protease, fluorescence polarization; in the data active = inhibition above about 13%, passing the limit was not always enough;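 also: 0% = enzyme with probe and DMSO and 100% = no enzyme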
FAS-TE inh – FAS thioesterase (human) inhibition; recombinant FAS-TE, OMFH fluorogenic substrate, fluorescence endpoint; 0.67% of 360,000 active; P49327; inhibition, % at 15 µM;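 active = compounds whose normalised, plate-corrected inhibition of enzyme fluorescence in the single-dose primary screen is 50% or more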;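 also: 0% = DMSO with enzyme and 100% = substrate without enzyme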
MT1-MMP act inh – inhibitors of human MT1-MMP activation. HT1080 RFP-PRO-GFP cells, GFP/RFP ratio fluorescence, overnight; percent of plate control window, DMSO zero. GFP/RFP ratio change, % at 20 µM. 0.061% of 360,000 active;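 active = GFP/RFP ratio change of at least 30% with cell ATP level not reduced by more than half and red fluorescence within 50% of control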; also: strong numbers were not always called active
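system = RFP-PRO-GFP reporter HT1080 cells | dosing = 20 µM single dose, 1% DMSO | timing = overnight cell settling, then overnight compound exposure, 37 °C, 5% CO2 | read-out basis = GFP/RFP fluorescence ratio | controls = DMSO and RFP-L50D-GFP cell wells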
PABP1 MLLE inh – inhibitors of microRNA-mediated deadenylation, human PABP1 MLLE binding; 0.36% of 360,000 active; GST-MLLE / FITC-PAM2 fluorescence polarization; inhibition, % at 20 µM; P11940; in the data active = inhibition above about 35%, passing the limit was not always enough;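 also: plate controls were DMSO wells with GST-MLLE for no effect and wells lacking GST-MLLE protein for full effect; some results filed as inactive read as strong as hits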
MsrA act – activates bovine MsrA enzyme; purified bovine MsrA, absorbance read-out; activation, % at 10.6 µM; 0.3% of 360,000 active; in the data active = activation above about 7.5%;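 also: 0% = vehicle and 100% = reference activator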
NRP1-CendR mod – alters CendR peptide binding to human NRP-1; O14786; FAM-RPARPAR peptide binding to NRP-1, fluorescence polarization; inhibition, % at 25 µM; 0.85% of 360,000 active; AID 602438;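 active = inhibition or corrected inhibition above about 18%, plus a signal ratio from 0.5 to 1.5, limit read from the data, passing the limit was not always enough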; also: strong numbers were not always called active
Target sequence (O14786 whole entry, looked up): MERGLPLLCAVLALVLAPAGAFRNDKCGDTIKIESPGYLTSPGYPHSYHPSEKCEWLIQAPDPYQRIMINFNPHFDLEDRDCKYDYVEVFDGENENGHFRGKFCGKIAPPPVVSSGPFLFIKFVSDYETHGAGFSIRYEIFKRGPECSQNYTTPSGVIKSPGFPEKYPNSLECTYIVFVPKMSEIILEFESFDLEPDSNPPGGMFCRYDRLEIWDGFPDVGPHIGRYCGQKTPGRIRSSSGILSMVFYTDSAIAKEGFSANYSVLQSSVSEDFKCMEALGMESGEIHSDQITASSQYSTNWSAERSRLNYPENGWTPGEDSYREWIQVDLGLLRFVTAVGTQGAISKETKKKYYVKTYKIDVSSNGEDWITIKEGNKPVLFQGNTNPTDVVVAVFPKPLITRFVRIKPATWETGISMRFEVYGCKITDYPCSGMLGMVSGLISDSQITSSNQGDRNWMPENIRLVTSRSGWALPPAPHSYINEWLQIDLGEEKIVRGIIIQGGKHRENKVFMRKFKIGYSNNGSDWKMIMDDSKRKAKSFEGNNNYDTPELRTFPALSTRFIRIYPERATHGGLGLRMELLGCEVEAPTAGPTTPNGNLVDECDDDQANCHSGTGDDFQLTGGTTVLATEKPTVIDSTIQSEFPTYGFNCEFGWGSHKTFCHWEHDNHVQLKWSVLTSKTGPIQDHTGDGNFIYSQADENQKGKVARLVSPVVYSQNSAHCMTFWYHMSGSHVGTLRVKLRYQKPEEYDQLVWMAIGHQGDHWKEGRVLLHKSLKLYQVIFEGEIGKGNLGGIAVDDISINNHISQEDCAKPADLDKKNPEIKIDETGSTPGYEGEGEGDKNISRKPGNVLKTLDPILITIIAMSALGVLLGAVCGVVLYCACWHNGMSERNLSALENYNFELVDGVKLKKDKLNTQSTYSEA
SKN-1 inh – inhibitors of C. elegans SKN-1 | C. elegans VP596 Pgst-4::GFP/RFP ratio, acrylamide-induced, 24 h | inhibition, % at 21.8 µM | 0.49% of 360,000 active;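 active = interference check ratio from 0.5 to 1.5 plus GFP to RFP signal ratio inhibition reaching or exceeding a fixed threshold, cut at about 30% in these data, passing the limit was not always enough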; also: some compounds called inactive have numbers as strong as hits
Tb MetRS inh – blocks T. brucei methionyl-tRNA synthetase activity. 0.4% of 360,000 active. AID 624268. inhibition, % at 11.9 µM. purified T. brucei MetRS, ATP depletion, Kinase-Glo luminescence;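 active = inhibition above a per-plate cutoff of the control wells' mean inhibition plus 3 SD, cut at about 5.5% in these data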;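 also: 0% = DMSO wells median and 100% = median of wells with control inhibitor compound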
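Dosing: 11.9 µM compound single dose, 0.9% DMSO; Assay system: purified T. brucei MetRS enzyme; Measured by: Kinase-Glo luciferase luminescence reporting remaining unconsumed ATP; Schedule: 15 min plus 2 h at 25 °C.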
Active calls of the source: *; / = not tested or not shown.

1	Cc1cccc(-c2nc(Nc3ccc(N4CCOCC4)cc3)c3ccccc3n2)c1
2	CC(C)C[C@H]1CN(CCCC[C@H]2CNC(=O)C(=O)N2CCc2ccc(O)cc2)C(=O)C(=O)N1CCC1CCCCC1
3	COCC(=O)Nc1ccc(N2CCN(c3ccccc3)CC2)c(F)c1
4	COc1ccc(OC)c(-n2c(CNC3CCN(Cc4ccccc4)CC3)nc3ccccc3c2=O)c1
5	Cc1ccc(CNC(=O)c2c(-c3ccccc3)sc3ccccc23)o1
6	Cc1cc(C)nc(-n2nc(C)c3c(=O)[nH]c(C(F)(F)F)nc32)n1
7	O=[N+]([O-])c1cccc(S(=O)(=O)N/N=C/c2ccc(O)cc2)c1
8	O=C(CCc1nc2ccccc2c(=O)[nH]1)NCCN1C(=O)S/C(=C\c2ccccc2Cl)C1=O

assay / entry	1	2	3	4	5	6	7	8
MsrA inhibitor	1.6	0.0	0.0	-0.5	0.7	0.6	2.4	-0.5
E coli Lon inh	-2	-4	-6	-4	17	7	1	1
FAS-TE inh	28	5	1	-4	22	-7	-4	17
MT1-MMP act inh	1	6	6	2	-1	1	6	5
PABP1 MLLE inh	0	/	-12	0	3	-4	29	12
MsrA act	-4	-1	-3	-3	-2	3	-4	-8
NRP1-CendR mod	-5	-11	0	-10	-9	5	-14	-2
SKN-1 inh	4	1	-16	2	8	-12	-4	-17
Tb MetRS inh	-0.4	0.0	0.1	-0.5	-0.2	-0.4	-0.5	-0.5

9	Cc1cc(C(=O)N2CCCC(N3CCN(c4cccc(Cl)c4)CC3)C2)nn1C (stereo unspecified)
10	Clc1ccc(/C=C/c2ncc[nH]2)c(Cl)c1
11	CC(=O)Nc1cccc(S(=O)(=O)N2CCCCCC2)c1
12	C=CCN=C(C)C1=C(O)CCC1=O
13	CCOc1ccc(NC(=O)c2ccc(N3CC4CC(C3)c3cccc(=O)n3C4)c(NC(=O)c3cccnc3)c2)cc1 (stereo unspecified)
14	CCCn1c(=O)c2ccccc2n2c(Sc3nnnn3-c3ccccc3)nnc12
15	COc1cc(S(=O)(=O)NC(Cc2c[nH]c3ccccc23)C(=O)O)ccc1NC(C)=O (stereo unspecified)
16	COC(=O)C(C(=O)OC)c1ncccc1NS(=O)(=O)c1ccc(C)cc1

assay / entry	9	10	11	12	13	14	15	16
MsrA inhibitor	-0.2	1.7	0.0	0.9	0.1	0.0	-1.2	1.7
E coli Lon inh	-5	-12	-4	-6	-9	0	-15	/
FAS-TE inh	-2	0	-7	-5	-6	6	-3	/
MT1-MMP act inh	-1	1	2	0	-4	6	0	0
PABP1 MLLE inh	-2	12	-6	2	-10	-38	6	/
MsrA act	-1	-1	-4	1	3	1	1	/
NRP1-CendR mod	30*	-9	0	2	-15	4	3	3
SKN-1 inh	-1	14	-9	-5	6	3	19	5
Tb MetRS inh	-0.5	0.9	-0.3	-0.4	0.1	-0.9	-0.4	-0.1

17	C/C=C/c1ccc(OCCn2cncn2)c(OC)c1
18	COC(=O)C(Cc1cncn1COCc1ccccc1)NC(=O)OC(C)(C)C (stereo unspecified)
19	CC1CCCN(S(=O)(=O)c2cccc([N+](=O)[O-])c2)C1 (stereo unspecified)
20	O=S(=O)(Nc1ccc(-n2cnnn2)cc1)c1ccccc1F
21	Cc1cc(C)nc(SCCN(C)C)n1
22	N#C/C(=C(/O)CO/N=C/c1ccccc1Cl)c1nc2ccccc2[nH]1
23	CCCCc1cc(=O)oc2c(C)c(OCC(=O)N3CCC(C(N)=O)CC3)ccc12
24	O=C(OCC(=O)N1CCN(C(=O)c2ccco2)CC1)c1ccccc1

assay / entry	17	18	19	20	21	22	23	24
MsrA inhibitor	-0.7	-1.6	0.6	-0.5	-0.5	-0.2	1.1	0.3
E coli Lon inh	-1	-5	-12	-5	-13	-3	0	4
FAS-TE inh	-6	-11	4	-5	-15	-9	-1	-7
MT1-MMP act inh	-2	-4	2	4	1	-2	11	-1
PABP1 MLLE inh	0	-4	0	11	4	-12	2	-5
MsrA act	-4	-9	-6	-4	-2	-2	-2	-3
NRP1-CendR mod	3	-1	7	5	-6	-9	1	3
SKN-1 inh	-12	-6	-6	-9	8	-2	-12	4
Tb MetRS inh	0.6	-0.7	-1.1	-0.4	-0.1	-0.1	1.3	-0.1

Next section, overlapping the part above by 4 compounds.
21	Cc1cc(C)nc(SCCN(C)C)n1
22	N#C/C(=C(/O)CO/N=C/c1ccccc1Cl)c1nc2ccccc2[nH]1
23	CCCCc1cc(=O)oc2c(C)c(OCC(=O)N3CCC(C(N)=O)CC3)ccc12
24	O=C(OCC(=O)N1CCN(C(=O)c2ccco2)CC1)c1ccccc1
25	O=C(Cc1ccc2c(c1)OCCO2)N1CCN(S(=O)(=O)c2ccccc2C(F)(F)F)CC1
26	CCN(c1ccc(C)cc1)S(=O)(=O)c1nnc(NC(=O)c2ccco2)s1
27	Cc1c(C(=O)CN2CCSCC2)c2ccccc2n1C
28	Cc1c(-c2nnnn2-c2ccc(F)cc2)cnc2cc3c(cc12)OCO3
29	C=CCC[C@H](CCCCC)OC(=O)/C=C/[C@H](O)[C@@H](O)C[C@@H](O)CC=C
30	C=CCSc1nc(N)cc(=O)[nH]1
31	COc1ccc2[nH]c(=O)c(CN(CCCN3CCOCC3)C(=O)NCc3ccccc3)cc2c1
32	Cc1ccc(C(=O)CCC(=O)OCC(=O)N(CC(C)C)c2c(N)n(Cc3ccccc3)c(=O)[nH]c2=O)cc1

assay / entry	21	22	23	24	25	26	27	28	29	30	31	32
MsrA inhibitor	-0.5	-0.2	1.1	0.3	0.6	4.0	1.4	1.8	2.0	0.4	0.9	-0.7
E coli Lon inh	-13	-3	0	4	-9	-3	-4	-3	-4	-1	-8	6
FAS-TE inh	-15	-9	-1	-7	1	0	-8	-2	6	-5	-5	-8
MT1-MMP act inh	1	-2	11	-1	-1	8	6	2	-4	2	3	0
PABP1 MLLE inh	4	-12	2	-5	6	-24	12	-8	/	12	-15	-18
MsrA act	-2	-2	-2	-3	-1	-2	-3	-4	-1	-3	3	-8
NRP1-CendR mod	-6	-9	1	3	-9	-16	0	4	-1	-3	22	-19
SKN-1 inh	8	-2	-12	4	8	14	1	1	-9	-7	-3	-2
Tb MetRS inh	-0.1	-0.1	1.3	-0.1	0.2	-0.2	-0.1	-0.1	-1.0	-0.7	0.8	-0.5

Next part; the last 2 above are carried over.
31	COc1ccc2[nH]c(=O)c(CN(CCCN3CCOCC3)C(=O)NCc3ccccc3)cc2c1
32	Cc1ccc(C(=O)CCC(=O)OCC(=O)N(CC(C)C)c2c(N)n(Cc3ccccc3)c(=O)[nH]c2=O)cc1
33	COc1ccc(C(=O)N/N=C/c2ccc(OC(=O)c3cccc4ccccc34)c([N+](=O)[O-])c2)cc1
34	CCN(CC(=O)Nc1ccc(NC(C)=O)cc1)C(=O)COc1ccccc1-c1ccccc1
35	C=CCn1c(SCC(=O)NCCc2ccccc2)nnc1C(C)NC(=O)c1cccs1 (stereo unspecified)
36	Cc1cc(NC(=O)CN2CCN(S(=O)(=O)c3ccc4ccccc4c3)CC2)no1
37	O=C1CN(S(=O)(=O)c2ccccc2)c2ccccc2N1
38	COc1cccc(C(C)NC(=O)c2c(F)cccc2Cl)c1 (stereo unspecified)
39	O=C(CSCc1ccc(Br)cc1)Nc1ccccc1C(=O)N1CCOCC1
40	NS(=O)(=O)c1ccc(N/N=C/c2ccc3c(c2)OCO3)c([N+](=O)[O-])c1

assay / entry	31	32	33	34	35	36	37	38	39	40
MsrA inhibitor	0.9	-0.7	0.4	-1.3	-1.4	0.2	0.9	-0.1	-0.5	-0.2
E coli Lon inh	-8	6	-5	0	7	-16	-4	-5	-2	-3
FAS-TE inh	-5	-8	10	-2	-8	6	0	-9	2	2
MT1-MMP act inh	3	0	9	2	-1	-4	1	3	6	7
PABP1 MLLE inh	-15	-18	-15	8	-12	8	2	1	-3	15
MsrA act	3	-8	0	0	0	-10	-10	-2	-2	-2
NRP1-CendR mod	22	-19	-5	-13	1	3	8	-2	7	7
SKN-1 inh	-3	-2	2	-1	16	-10	-10	8	12	3
Tb MetRS inh	0.8	-0.5	-0.1	-0.2	-0.2	-0.5	-1.0	0.4	-0.2	1.0

41	O=C(O)[C@H](Cc1c[nH]c2ccccc12)Nc1ncccc1[N+](=O)[O-]
42	COc1ccc(-c2ccc(=O)n(CC(=O)Nc3nnc(C(C)C)s3)n2)cc1OC
43	NS(=O)(=O)c1ccc(CNC(=O)CCSCCC(=O)NCc2ccc(S(N)(=O)=O)cc2)cc1
44	COc1ccc2sc(N(CCCN(C)C)C(=O)c3ccc(S(=O)(=O)N(C)Cc4ccccc4)cc3)nc2c1
45	CC1CC(C)CN(C(=O)/C(=C\c2ccccc2)c2ccccc2)C1 (stereo unspecified)
46	CC(C)CN1CCN(Cc2nc3ccccc3s2)CC1CCO (stereo unspecified)
47	Cc1c(CCO)c(=O)n(C)n1C(=O)c1ccc(F)cc1
48	COCCCNC(=O)CCn1c(=O)c2ccccc2n(Cc2cccc([N+](=O)[O-])c2)c1=O

assay / entry	41	42	43	44	45	46	47	48
MsrA inhibitor	1.1	2.6	-0.6	0.2	0.2	-0.2	-0.8	1.6
E coli Lon inh	-1	-3	0	-1	-3	14	0	-1
FAS-TE inh	-5	-8	-3	15	16	11	-4	42
MT1-MMP act inh	1	6	-5	4	-12	2	7	1
PABP1 MLLE inh	-13	-10	17	17	-5	-15	1	2
MsrA act	-1	-3	-1	-3	-12	-2	-1	-4
NRP1-CendR mod	-4	1	-2	-3	-4	-7	-6	-2
SKN-1 inh	17	9	8	2	-5	-2	-4	18
Tb MetRS inh	-0.3	0.4	-0.2	-0.4	-1.4	0.3	0.4	-0.7

Screens from PubChem BioAssay.
